# PAX8 inh HTS = inhibitors of PAX8 transcriptional activity in RMG-I cells; RMG-I TPO-luciferase reporter, SteadyGlo, 24 h; inhibition, % at 12.6 µM; 360,000 compounds, 1.2% hits;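 active = mean replicate inhibition at least 60% with every replicate also reaching 60%; inconclusive = only one of the two criteria is met; inactive = mean below 60% and not all replicates reaching 60%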;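 also: luciferase light reporting Pax8 driven TPO promoter activity; plate controls were median of neutral control wells for no effect and mitoxantrone controls for full effect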
# GSIS activator = GLuc luminescence reporter in INS-1E cells, primary screen for activators of glucose-dependent secretion of insulin | INS-1E GLuc reporter insulin secretion, 2-3 h | 370,000 compounds, 0.61% hits | activation, % at 16.6 µM;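 active = lowest replicate activation of at least 40%, so every replicate reaches that level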;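 also: 0% = median of neutral control wells and 100% = median of IBMX positive control wells; some compounds called inactive have numbers as strong as hits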
# Statin myotox sup = protects C2C12 myotubes from simvastatin toxicity; AID 602340; ATP luminescence, 48 h; scaled: DMSO 0, geranylgeraniol control 100; rescue of ATP level, % at 7.49 µM; 330,000 compounds, 0.78% hits;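 active = mean ATP rescue above about 67%, or every replicate alone reaching that limit, limit read from the data, passing the limit was not always enough; inconclusive = no clear call, values can overlap the other calls; inactive = mean under the limit and some replicate under it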;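 also: myotubes were challenged with 10 µM simvastatin during compound exposure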
# Cneo AK release = causes C. neoformans cell lysis. adenylate kinase release luminescence, 4 h; normalised: neutral wells 0, clomiphene wells 100. lysis activity, % at 15 µM. 360,000 compounds, 0.2% hits;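 active = mean lysis activity across replicates of at least 80%, whatever share of replicates individually reach that level; inactive = mean lysis activity below 80%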
#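 Signal: Adenylate kinase release luminescence | Assay system: Log-phase Cryptococcus neoformans yeast cells | Input: Cells at 5 × 10^6 per mL | Buffer or medium: Fresh YPD growth medium | Compound: Single dose | Schedule: Static 4 h at 37 °C with compound, 1 h detection | Controls: Clomiphene | Read-out: Luminescence rise reflecting yeast cell lysis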
# PGC1a acetyl inh = PGC1a acetylation modulation, inhibitor mode; 350,000 compounds, 0.17% hits; inhibition, % at 15.6 µM; AID 651687; U2OS PGC1a acetylation, AlphaScreen anti-acetyl-lysine; with virally co-expressed GCN5 acetyltransferase;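 active = every replicate shows inhibition of at least 40%; inconclusive = mean inhibition at least 40% but some replicate below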;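 also: 0% = neutral control wells and 100% = positive control wells; some results beyond the cut were filed as inactive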
# LGR2 inh = inhibitors of bursicon-induced Drosophila LGR2 receptor cAMP signaling. inhibition, % at 9.99 µM. 380,000 compounds, 0.35% hits. AID 720647. HEK293 LGR2, CRE-luciferase, bursicon-stimulated, 4 h;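 active = drop in luminescence signal, shown as inhibition above about 50% in the replicate tests, limit read from the data, passing the limit was not always enough; inconclusive = probably only some replicates passing the limit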;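 also: agonist challenge used bursicon conditioned medium at about half maximal strength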
# ARNT-TACC3 inh = ARNT/TACC3 interaction disruption; AID 623870; AlphaScreen His-ARNT PAS-B/GST-TACC3 binding, luminescence; TACC3 fragment carries E629A point mutation; 390,000 compounds, 0.66% hits; Q9Y6A5; inhibition, % at 9.99 µM;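 active = mean inhibition of replicates at least 50% and at least half of replicates each reaching 50%; inconclusive = half or more replicates reach 50% but mean below 50%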;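 also: 0% = complete ARNT plus TACC3 wells and 100% = ARNT alone without TACC3; many hits fall short of the cut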
# PglD inh = PglD (C. jejuni) enzyme inhibition; purified PglD enzyme, DTNB colorimetric CoA detection; 360,000 compounds, 0.098% hits; inhibition, % at 12.5 µM; in the data active = inhibition above about 16%, passing the limit was not always enough; inconclusive = no clear call, values can overlap the other calls; also: strong numbers were not always called active
# Starred values were filed as active, the others as inactive; u = inconclusive; x = not tested or not shown.
SMILES,PAX8 inh HTS,GSIS activator,Statin myotox sup,Cneo AK release,PGC1a acetyl inh,LGR2 inh,ARNT-TACC3 inh,PglD inh
CCN(Cc1ccccc1)C(c1cccc(C#N)c1)c1nnnn1C(C)(C)C (stereo not given),x,-10,12,4,-25,-3,0,2
COc1cc2[nH]c(=O)c(C(=O)NCc3ccc(F)cc3)c(O)c2cc1OC,12,-10,-10,0,x,-2,-9,5
COc1cccc(NC(=O)N[C@H]2C=C[C@H](CC(=O)NCc3ccccn3)O[C@@H]2CO)c1,-3,13,1,8,1,13,x,3
C[C@@H]1CN([C@H](C)CO)C(=O)c2cc(NS(C)(=O)=O)ccc2O[C@@H](C)CCCCO[C@H]1CN(C)C(=O)C1CCCCC1,-6,-6,2,-1,-10,7,-6,3
COc1cc2c(cc1OC)/C(=C/C(=O)c1ccccc1)NCC2,-4,37,-13,1,x,-5,10,-2
C[C@H](CO)N1C[C@H](C)[C@H](CN(C)S(C)(=O)=O)Oc2ncccc2C1=O,x,-18,x,-1,2,-12,-8,-2
C=C1C2C[C@H](O)C(C)(C)[C@@]2(O)[C@H](O)C[C@]23C[C@@](C)(O)[C@H](CC[C@H]12)[C@H]3O (stereo not given in full),-9,17,19,0,-4,0,-7,-2
COc1cccc(CN2CCC(N(CCc3ccccc3)Cc3ccccc3)CC2)c1OC,19,-5,x,7,-6,9,7,-2
COc1ccc2ccc3c(c2c1)N=C[C@]1(O3)N(C)c2ccccc2C1(C)C,x,-15,x,-8,11,17,x,-2
O=C(CCN1C(=O)COc2ccccc21)N1CCN(c2ccccc2)CC1,0,x,x,x,-14,2,-1,x
CCCn1c(C(O)c2ccc(OC)c(OC)c2)nc2ccccc21 (stereo not given),27,5,-10,-1,6,9,-3,-1
Cc1cc(NS(=O)(=O)c2ccc(NC(=O)/C=C/c3ccc(Br)cc3)cc2)no1,4,12,-2,-3,0,5,-6,0
CN1c2ccccc2C(=O)NC1c1ccc([N+](=O)[O-])s1 (stereo not given),-3,4,x,x,0,6,4,x
O=C1CCCN1c1ccc(CNS(=O)(=O)c2ccc(F)cc2)cc1,x,-17,x,0,-9,-7,-10,5
CCOc1cccc(/C=N/N2CCN(c3ccc(Cl)cc3)CC2)c1O,3,-6,40,0,-10,7,1,-5
COc1ccc2cc(C(=O)C3CCCN(Cc4ccccn4)C3)ccc2c1 (stereo not given),18,25,-4,3,7,-6,8,2
COCC#Cc1cnc2c(c1)C(=O)N([C@@H](C)CO)C[C@@H](C)[C@H](CN(C)C)O2,x,16,8,45,-2,-3,-1,1
COc1cc([N+](=O)[O-])cc2cc(C(=O)N3CCCC3)c(=O)oc12,-9,-6,-7,x,-7,11,x,x
Cc1cc(C(=S)N2CCOCC2)c(C)n1-c1ccc(Cl)cc1,1,-19,x,0,-6,-3,-7,5
COc1cc(CNc2nnnn2C)ccc1OCc1ccc(F)cc1Cl,-3,6,x,55,x,2,-10,1
O=C(COc1ccc(C(=S)N2CCC(Cc3ccccc3)CC2)cc1)N1CCOCC1,-23,-6,5,0,x,-17,3,3
CCCOc1ccccc1C1NC(=O)NC(C)=C1C(=O)OCCOCC (stereo not given),x,x,12,21,x,x,-2,3
CC(=O)N1CCN(C(=O)c2ccc(-n3c(C)ccc3C)cc2)CC1,-26,-3,x,0,5,-8,2,4
O=C(O)CC(NC(=O)C(c1ccccc1)c1ccccc1)c1ccco1 (stereo not given),x,x,-5,-2,3,x,2,-6
CCOC(=O)c1c(N)sc2c(OCC)c(Br)ccc12,x,-8,-6,1,-11,-5,-1,0
CC(C)C#Cc1ccc2c(c1)O[C@H](CN(C)Cc1cncnc1)[C@H](C)CN([C@@H](C)CO)S2(=O)=O,x,-7,-7,0,-1,12,-14,-1
CSc1nsc(SCC(=O)N2CCCCC2)n1,-91,11,-2,-3,x,-32,-1,3
NC(=O)CN1C(=O)NC2(CCCc3sccc32)C1=O (stereo not given),9,15,-14,1,-16,19,1,4
CC(=O)N/C(=N/c1nc(C)cc(C)n1)Nc1ccc(C)cc1C,21,0,-8,7,-5,-13,-5,-2
COc1ccc(C)cc1S(=O)(=O)n1ccnc1C,-2,3,5,-5,-9,-7,-10,-2

# Some of the entries above, reformatted:
# Every second line gives: PAX8 inh HTS | GSIS activator | Statin myotox sup | Cneo AK release | PGC1a acetyl inh | LGR2 inh | ARNT-TACC3 inh | PglD inh
CCOC(=O)c1c(N)sc2c(OCC)c(Br)ccc12
 : x | -8 | -6 | 1 | -11 | -5 | -1 | 0
CC(C)C#Cc1ccc2c(c1)O[C@H](CN(C)Cc1cncnc1)[C@H](C)CN([C@@H](C)CO)S2(=O)=O
 : x | -7 | -7 | 0 | -1 | 12 | -14 | -1
CSc1nsc(SCC(=O)N2CCCCC2)n1
 : -91 | 11 | -2 | -3 | x | -32 | -1 | 3

# Reformatted with values under each structure: entries from further up.
# Second line of a record – PAX8 inh HTS	GSIS activator	Statin myotox sup	Cneo AK release	PGC1a acetyl inh	LGR2 inh	ARNT-TACC3 inh	PglD inh
> O=C(COc1ccc(C(=S)N2CCC(Cc3ccccc3)CC2)cc1)N1CCOCC1
  -23	-6	5	0	x	-17	3	3
> CCCOc1ccccc1C1NC(=O)NC(C)=C1C(=O)OCCOCC (stereo not given)
  x	x	12	21	x	x	-2	3

# Following part
SMILES,PAX8 inh HTS,GSIS activator,Statin myotox sup,Cneo AK release,PGC1a acetyl inh,LGR2 inh,ARNT-TACC3 inh,PglD inh
COc1ccccc1CNC(=O)C(=O)c1cn(CC(=O)N2CCOCC2)c2ccccc12,-14,-8,0,0,1,-24,-15,4
CCNC(=S)Nc1ccc2ncoc2c1,0,-4,1,1,-3,-16,24,4
CCC(C)NCCCOc1cc(Cl)ccc1Cl (stereo not given),x,x,x,-1,2,x,-1,-1
Cc1ccc(C(=O)OCC(=O)Nc2ccc(N3CCOCC3)cc2)cc1,-4,26,-14,0,2,16,1,-1
C[C@H](O)C#Cc1ccc2c(c1)O[C@@H](CN(C)Cc1ccccc1)[C@H](C)CN([C@H](C)CO)S2(=O)=O,x,-1,-81,-2,4,0,-4,-4
COc1ccccc1-n1c(CNC(=O)c2cccc([N+](=O)[O-])c2C)n[nH]c1=S,14,3,7,-5,-8,-6,-3,4
CO[C@H](CN(C)C(=O)Nc1ccc(C(F)(F)F)cc1)[C@H](C)CN(Cc1ccccc1Cl)[C@@H](C)CO,x,-5,-7,-1,-15,3,9,10
COc1cc(N2CCCC2)c(OC)cc1/C=C1/NC(=S)NC1=O,9,-13,x,x,x,-29,-4,x
COc1ccc(C)cc1NC(=O)C1CCN(C(=O)Cc2ccccc2)CC1,-21,1,x,x,-8,7,-7,x
O=C(Cc1c(F)cccc1Cl)c1ccc(O)cc1O,x,x,-19,2,-1,x,-10,6
COc1cccc(NC(=O)N(C)C[C@@H]2Oc3ncc(/C=C/c4ccccc4)cc3C(=O)N([C@H](C)CO)C[C@@H]2C)c1,12,-18,24,-8,3,7,13,4
CC(=O)c1cccc(NC(=O)c2c(-c3c(F)cccc3Cl)noc2C)c1,-7,x,0,-2,-9,x,x,5
O=C1O[C@@H](c2ccccc2)[C@@H](c2ccccc2)N2[C@@H](c3ccc(OCCO)cc3)[C@]3(C(=O)Nc4ccc(C#CC5=CCCCC5)cc43)[C@@H](C(=O)N3CCN(c4ncccn4)CC3)[C@H]12,7,x,x,45,x,x,31,-7
C[C@H]1CN([C@@H](C)CO)C(=O)Cc2cc(NC(=O)C3CC3)ccc2O[C@H]1CN(C)Cc1ccccc1,-8,6,-8,1,x,9,-14,1
CCN(C(=O)/C=C/c1ccccc1)C1CCCCC1,-24,-13,-6,-4,4,-2,5,0
CCN1C(=O)[C@H]2[C@@H](c3ccc(-c4ccc(Cl)c(Cl)c4)c(OC)c3)N3CCCC[C@@]3(C(=O)OC)[C@H]2C1=O,33,-9,8,-4,x,9,-2,-2
Cc1ccc2nsnc2c1S(=O)(=O)N1CCOCC1,x,24,-12,4,-27,x,-1,2
C[C@H](CO)N1C[C@H](C)[C@@H](CN(C)Cc2ccccc2)Oc2ncc(-c3cncnc3)cc2C1=O,-16,13,0,-6,14,-28,-10,3
COc1cccc(CNc2cccc3cccnc23)c1O,x,-18,u,-1,-13,-33,23,-1
N/C(=N\OC(=O)Cc1ccc(Cl)cc1)c1ccncc1,-12,5,x,x,17,-9,-11,x
CC(C)(C)NC(=O)C1N(c2cccnc2)C(=O)C2C(C(=O)Nc3ccccc3F)C3(C)C=CC21O3 (stereo not given),x,x,3,0,-3,x,0,-1
C[C@H](CO)N1C[C@H](C)[C@H](CN(C)C(=O)Nc2ccc(F)cc2)Oc2c(NC(=O)C3CC3)cccc2C1=O,-13,-1,-18,4,8,-5,-5,0
CCOC(=O)c1c(NC(=O)c2ccn(CC)n2)sc2c1CCC2,2,-21,x,0,5,5,0,-6
COc1ccccc1CNS(=O)(=O)c1ccc(-n2cnnn2)c(C)c1,6,1,-13,-4,x,0,12,-4
O=C(COc1ccc([N+](=O)[O-])cc1Cl)NCCN1C(=O)CSC1=O,-6,17,9,2,4,-13,1,-3
O=C1c2ccccc2C(=O)c2c1cccc2N1CCN(C/C=C/c2ccccc2)CC1,-9,-16,5,-3,-7,6,15,0
CC1=C(C(=O)N(C)C)CC(CC(=O)NCc2cccc3ccccc23)C(=O)N1Cc1ccc(F)cc1 (stereo not given),-12,1,8,0,-5,-7,x,-5
O=C1C2CC=CCC2C(=O)N1c1ccc(NCCc2cccc(F)c2)c([N+](=O)[O-])c1 (stereo not given),-8,-11,x,-1,-2,5,-1,-5
O=C(NCc1ccccc1)c1ccc(Br)cc1,-6,10,3,-2,0,8,2,-1
O=[N+]([O-])c1ccc(NCCN2CCOCC2)c([N+](=O)[O-])c1,3,-7,-2,-1,x,5,-5,0
Cc1cc(Cl)c(OCCCN(C)C)c(Br)c1,-5,14,-14,4,0,14,-2,1
O=S(=O)(NCc1ccccn1)c1cc(OCC(F)(F)F)ccc1OCC(F)(F)F,0,-5,x,x,x,4,-4,x
Cc1noc(C)c1NC(=O)N(C)C[C@@H]1Oc2c(NC(=O)C3CC3)cccc2C(=O)N([C@@H](C)CO)C[C@@H]1C,x,7,-3,4,2,-6,-8,-10
COc1ccc(Cc2nnc(NC(=O)c3cccc(F)c3)s2)cc1OC,2,7,0,-2,x,-1,-2,5
Cc1ccc(F)cc1NC(=O)CSc1n[nH]c(N)n1,-12,4,2,0,x,6,x,1
C[C@H]1CN([C@@H](C)CO)S(=O)(=O)c2ccc(C3=CCCC3)cc2O[C@H]1CN(C)C(=O)C1CCC1,x,-14,14,0,-8,17,-2,4
O=C(N/N=C/C=C\c1ccco1)c1cccs1,-23,-10,x,x,0,-12,x,x
CSc1cccc(CNC(=O)C2CCC(=O)N(CC3CCCCC3)C2)c1 (stereo not given),11,-17,8,2,x,6,-2,2
CN1CCN(c2nc3c(c(=O)n(C)c(=O)n3C)n2Cc2ccccc2)CC1,-16,13,1,1,12,-1,23,3
CCc1ccc(NC(=O)CSc2nc(=O)n(CCCN3CCOCC3)c3c2CCCC3)cc1,11,-12,4,0,x,3,9,1
CCc1ccc(N2CC(C(=O)OCC(=O)N(CC)c3c(N)n(Cc4ccccc4)c(=O)[nH]c3=O)CC2=O)cc1 (stereo not given),-31,-8,-4,0,-8,6,3,6
CC(C)/C(=N\NS(=O)(=O)c1ccc(Br)cc1)c1cccs1,9,-3,x,x,10,-18,2,x
CCNC(=O)C[C@@H]1CC[C@@H]2[C@H](COC[C@H](O)CN2C(=O)C2CC2)O1,-17,-1,-13,0,-7,7,5,-2

# Compound activity as filed in PubChem.
